# SRC1 TRFRET art – TR-FRET artefact, counter-screen to PPARgamma/SRC-1 agonist assay. TR-FRET detection artefact counter-screen, emission ratio; active compounds read high. TR-FRET ratio at 8 µM. 0.34% of 99,000 active; in the data active = TR-FRET ratio above about 2300; also: inactives centre near 1800; reference of the scale not given here
# SRC3 TRFRET art – counter-screen for PPARgamma SRC-3 recruitment agonists: TR-FRET artefact | PPARgamma/SRC-3 format; active compounds read high | TR-FRET ratio at 8 µM | 0.39% of 99,000 active | AID 1048; in the data active = TR-FRET ratio above about 2000; also: inactives centre near 1600; reference of the scale not given here
# An asterisk follows results filed as active.
SMILES,SRC1 TRFRET art,SRC3 TRFRET art
CCOC(=O)N1CCN(C(=S)NC(=O)C23CC4CC(CC(C4)C2)C3)CC1,1630,1639
CCOc1ccc(OCC(=O)Nc2ccccc2C(F)(F)F)cc1,1827,1534
Cc1cc(NC(=O)CSc2cn(CCNC(=O)c3ccc(Cl)cc3)c3ccccc23)no1,1679,1540
Cn1c(Cc2ccccc2)nnc1SCC(=O)NCCc1ccccc1,1656,1523
Clc1ccc(-c2cccs2)nn1,1857,1485
COc1ccc(NC(C#N)c2ccccc2OCc2ccccc2)cc1 (stereo unspecified),1940,1615
CC(C)(C)N/N=C1\CC(c2ccccc2)Oc2ccccc21 (stereo unspecified),1906,1620
COc1ccc(C(=O)Nc2cc(C(=O)O)cc(C(=O)O)c2)cc1Cl,1766,1667
CCOC(=O)Cn1c(=NC(=O)c2nc3ccccc3s2)sc2cc(S(N)(=O)=O)ccc21,1733,1834
CN(C)S(=O)(=O)c1cccc(NC(=O)COC(=O)/C=C/c2cccs2)c1,1681,1561
CCCCNC(=O)c1nn(-c2ccccc2OC)c(=O)c2ccccc12,1667,1693
Cc1ccccc1Nc1nc(N)nc(CSc2ccccc2)n1,2063,1455
COC(=O)c1c(-c2ccc(C)cc2)csc1NC(=S)NC(=O)c1ccc(F)cc1,1785,1591
NC(=O)c1oc2ccccc2c1NC(=O)CCc1ccccc1,1669,1545
CC(C)N(Cc1nccn1C)C(=O)c1cc(COc2ccc3ncccc3c2)on1,1656,1600
CC(=O)Nc1ccc(S(=O)(=O)NCC(=O)OCC(=O)NC(=O)C2CCCCC2)cc1,1553,1622
Cc1ccc(S(=O)(=O)NC(C(=O)O)c2ccccc2)cc1 (stereo unspecified),1855,1479
CCC1CSC(Nc2ccc(C(=O)/C=C/c3cccc(C)c3)cc2)=N1 (stereo unspecified),2093,1792
Cc1ccc(NC(=O)CC2C(=O)N(Cc3ccccc3)C(=S)N2NC(=O)c2cccc(F)c2)c(C)c1 (stereo unspecified),1993,1590
COc1ccc(/C=N/NC(=O)c2c(C)n(C)c3ccc(OC)cc23)c(OC)c1,1956,1518
Cc1cc(C(=O)NCCc2ccc(S(N)(=O)=O)cc2)no1,1847,1629
Cn1ncc(Cl)c1C(=O)N/N=C/c1cc2c(cc1[N+](=O)[O-])OCO2,1791,1535
Cc1ccc(S(=O)(=O)c2cc(O)ccc2O)cc1C,1665,1650
COc1ccccc1-c1c(C)[nH]n2c(=O)c(Cc3ccccc3)c(C)nc12,1866,1519
CC1CC(C)CN(C(=O)c2ccc(C#N)cc2)C1 (stereo unspecified),1652,1561

# An excerpt from above in order of number of heavy atoms, low to high:
SMILES,SRC1 TRFRET art,SRC3 TRFRET art
Cc1ccc(S(=O)(=O)NC(C(=O)O)c2ccccc2)cc1 (stereo unspecified),1855,1479
CC(C)(C)N/N=C1\CC(c2ccccc2)Oc2ccccc21 (stereo unspecified),1906,1620
Cc1ccccc1Nc1nc(N)nc(CSc2ccccc2)n1,2063,1455
CCC1CSC(Nc2ccc(C(=O)/C=C/c3cccc(C)c3)cc2)=N1 (stereo unspecified),2093,1792
COc1ccc(NC(C#N)c2ccccc2OCc2ccccc2)cc1 (stereo unspecified),1940,1615
COc1ccccc1-c1c(C)[nH]n2c(=O)c(Cc3ccccc3)c(C)nc12,1866,1519
COc1ccc(/C=N/NC(=O)c2c(C)n(C)c3ccc(OC)cc23)c(OC)c1,1956,1518

# Next results follow:
SMILES,SRC1 TRFRET art,SRC3 TRFRET art
CCCCC(CCC(=O)NNC(=O)Cc1ccccc1)C(=O)O (stereo unspecified),1709,1754
O=C(O)CC(c1cccc(C(F)(F)F)c1)N1CCS(=O)(=O)CC1 (stereo unspecified),1980,1670
CN(c1ccccc1)S(=O)(=O)c1cccc(NC(=O)CCN2C(=O)C3CCCCC3C2=O)c1 (stereo unspecified),1666,1622
COc1ccccc1NS(=O)(=O)c1cc(NC(=O)C2CC2)ccc1N1CCOCC1,1923,1533
CC1=C(C(=O)c2ccccc2)C(c2ccc(OC(F)F)cc2)NC(=S)N1 (stereo unspecified),1850,1332
Cc1cc(C(=O)CN2C(=O)C3CC=CCC3C2=O)c(C)n1-c1ccccc1 (stereo unspecified),1996,1529
CC(C)=CCN1CCN(CC#Cc2ccccc2)CC1CCO (stereo unspecified),1698,1366
CC(=O)NCCNc1ccc([N+](=O)[O-])cn1,1640,1627
Cc1ccc(C(=O)NC(=S)Nc2c(C)ccc3nsnc23)cc1,1898,1530
Cc1c(C(=O)Nc2ccncc2)sc2nc(-c3ccc(F)cc3)cn12,2289,2105*
Cc1cc(C)cc(NC(=O)C(NCCN2CCOCC2)c2ccccc2)c1 (stereo unspecified),2013,1887
NS(=O)(=O)c1ccc(CCNC(=O)c2cc(-c3cccs3)nc3ccccc23)cc1,1759,1592
CCCCNC(=S)N=Nc1c(O)n(Cc2ccccc2)c2ccccc12,1987,1581
CC(C)(C)c1ccc(/C=N/OCC(=O)NCc2ccc(F)cc2)cc1,1530,1431
COc1ccccc1CC(=O)Nc1ccc(Cl)cc1C(=O)O,1428,1559
COc1ccc(NC(=O)COC(=O)CCCOc2ccc(Cl)cc2Cl)cc1,1946,1719
COc1ccc(-c2nc(NC3=NCCCCC3)sc2C)cc1,1967,1460
C/C(=N\NC(=O)c1cc(C)[nH]n1)C(C)(C)C,1709,1695
CCOc1cc2c(cc1/C=C1/NC(=O)N(CC(=O)OC)C1=O)OCO2,1395,1576
CC1CCN(C(=S)Nc2ccc(SC(F)F)cc2)CC1,1816,1727
CC(=O)N1CCC(=NNC(=O)c2cccs2)CC1,1620,1468
COc1cc(-c2nnn(CC(=O)NCc3ccccc3)n2)cc(OC)c1OC,1773,1321
CCOC(=O)Cn1nc(C)c(NC(=O)CCc2ccccc2)c1C,1663,1723
CCOC(=O)CSc1ccc(C(=O)Nc2ccc(OC)cc2)cn1,1715,1730
CCCn1c(CN2CCN(C(=O)OCC)CC2)nc2c1c(=O)n(C)c(=O)n2C,2038,1336

# More results
SMILES,SRC1 TRFRET art,SRC3 TRFRET art
CCN(c1cccc(C)c1)C(C(=O)Nc1ccc(OC)cc1)c1cc2c(cc1[N+](=O)[O-])OCO2 (stereo unspecified),1780,1349
O=C(Nc1ccc(C(=O)O)cc1)Nc1cccc([N+](=O)[O-])c1,1566,1712
Cc1ccc2c(c1)nnn2C1CCN(S(=O)(=O)c2ccc(C(=O)N3CC(C)CC(C)C3)cc2)CC1 (stereo unspecified),1422,1798
O=C(N/N=C/c1cccnc1)c1cc2ccccc2o1,1950,1471
CCOC(=O)c1cc(C(=O)NN)c(C)nc1C,1686,1440
O=C1CC(SC2=NCCS2)C(=O)N1c1ccc(Br)cc1 (stereo unspecified),1663,1520
C/C(=N\OCC(=O)Nc1ccc(F)c(F)c1F)c1cc2ccccc2o1,1858,1603
O=C(/C=C/c1ccccc1)c1ccc(NC2=NCCCS2)cc1,1773,1469
CCOC(=O)C1=C(C)Nc2sc(C(=O)c3ccc(OC)cc3)c(N)c2C1c1ccc(C(=O)OC)cc1 (stereo unspecified),1807,1643
Clc1ccc(CN=C(Nc2ccccc2)NC2CCCCC2)cc1,1588,1675
O=C(O/N=C1/CCCc2occc21)c1ccc(F)cc1,1826,1598
Cc1ncoc1C(=O)Nc1ncc([N+](=O)[O-])s1,2047,1637
COc1ccc(S(=O)(=O)Nc2nc3ccccc3nc2Nc2ccc3c(c2)OCO3)cc1,1633,1474
COc1ccc(CNC(=O)c2cccc(NC(=O)c3ccccc3)c2)cc1,1862,1506
Cc1ccc(NC(=S)N2CCN(S(=O)(=O)c3c(F)cccc3F)CC2)cc1C,2045,1510
Cc1ccc(C(=O)N/C(=C\c2ccco2)C(=O)NCc2cccnc2)cc1,1849,1637
Cc1ccc(C=Nc2cccnc2N)cc1,1770,1643
COc1nc(C)c2cc(C)oc2n1,1790,1676
CN(C[C@H](Cc1ccccc1)N(C[C@@H](CC1CCCCC1)N(CCc1ccccc1)N=O)N=O)N=O,1515,1520
O=C(O)/C=C/C(=O)NNC(=O)c1ccc(Cl)cc1Cl,1898,1559
O=C(N/N=C/C=C\c1cccc([N+](=O)[O-])c1)c1ccccn1,1849,1790
CCOC(=O)C1=C(CC)OC(N)=C(C#N)C1c1ccc(NC(C)=O)cc1 (stereo unspecified),1739,1482
Cc1ccc(NC(=S)NCCCN2CCOCC2)cc1,1946,1459
CC(C)C(C(=O)Nc1ccc2c(c1)OCCOCCOCCOCCO2)N1C(=O)c2ccccc2C1=O (stereo unspecified),1775,1742
Cc1cccn2c(Nc3ccccc3)c(-c3ccccn3)nc12,1552,1321

# Remaining list, next part
SMILES,SRC1 TRFRET art,SRC3 TRFRET art
COc1cc(/C=C(/NC(=O)c2ccccc2)C(=O)Nc2ccc(O)cc2)c([N+](=O)[O-])cc1OC,1697,1677
COCCNC(=O)C(=O)Nc1ccc(Cl)cc1C,1911,1582
Cc1ccc(C)c(C(=O)NC(C)CCc2ccccc2)c1 (stereo unspecified),1742,1694
COc1ccc(Nc2nc(N)nc(CN3CCC(Cc4ccccc4)CC3)n2)cc1,1871,1664
COc1cc(OC)cc(C(=O)NNC(=S)NCc2ccco2)c1,1719,1578
O=C1Nc2ccccc2N(O)N1c1cc(-c2ccc(Cl)cc2)[nH]n1,1795,1357
CCc1nn(C(C)C(=O)NCCN2CCN(c3cccc(C)c3C)CC2)c(=O)c2cc3occc3n12 (stereo unspecified),1690,1271
CN(C)S(=O)(=O)c1cccc(NC(=O)COc2cccc(C#N)c2)c1,1393,1435
CC(=O)N1N=C(c2cccc(Cl)c2)OC1c1cccc([N+](=O)[O-])c1 (stereo unspecified),1922,1646
CCOC(=O)NC1(Nc2cccc(Cl)c2)Oc2ccccc2O1,1804,1651
CCCCN(CC)CCNC(=O)CN1C(=O)COc2ccc(S(=O)(=O)N3CCCC3)cc21,1823,1559
CCOC(=O)CCCCC(=O)c1[nH]c(=O)[nH]c1C[n+]1ccccc1,1986,1603
CN(O)/C=C/C(=O)c1ccc(Br)cc1,1947,1596
Cc1cccc(C)c1NC(=O)CNC(=O)c1c(C)nn(C)c1Cl,1678,1494
N#Cc1ccccc1Sc1ccccc1C(=O)OCC(N)=O,1827,1573
Cc1cccc(OCc2nnc(SCc3cc(=O)[nH]c4ccccc34)n2-c2ccccc2)c1,1541,1471
CCCNC(=O)COC(=O)c1n[nH]c2ccccc12,1914,1601
Nc1cc(S(=O)(=O)Nc2ccccc2Cl)ccc1N1CCOCC1,1744,1705
Cc1ccc([N+](=O)[O-])cc1NC(=O)c1ccc(CSc2ccccc2)cc1,1634,1694
COc1ccccc1/C=C/C(=O)NCC(=O)N/N=C/c1ccccc1[N+](=O)[O-],1349,1317
NC1=NN=C(N2N=C(c3ccc(Br)cc3)CC2(O)C(F)(F)F)n2ncnc2C1 (stereo unspecified),1755,1740
COc1cc2cc(CN(CCCO)S(=O)(=O)c3ccccc3)c(=O)[nH]c2cc1OC,1829,1549
CCn1c(=O)cc(OCC(=O)NCCc2ccc(OC)c(OC)c2)c2ccccc21,1986,1635
COc1ccc(NS(=O)(=O)c2ccc(NC(=O)Cc3cccs3)cc2)cc1,1974,1610
CCC(C(=O)Nc1cccc(C(=O)O)c1C)c1ccccc1 (stereo unspecified),1882,1372

# Single entries from the entries so far:
# Result for CCOC(=O)NC1(Nc2cccc(Cl)c2)Oc2ccccc2O1 under SRC1 TRFRET art: 1804
# Result for CCn1c(=O)cc(OCC(=O)NCCc2ccc(OC)c(OC)c2)c2ccccc21 under SRC3 TRFRET art: 1635
# Result for COCCNC(=O)C(=O)Nc1ccc(Cl)cc1C under SRC1 TRFRET art: 1911
# Result for O=C1Nc2ccccc2N(O)N1c1cc(-c2ccc(Cl)cc2)[nH]n1 under SRC3 TRFRET art: 1357
# Result for COc1ccc(NS(=O)(=O)c2ccc(NC(=O)Cc3cccs3)cc2)cc1 under SRC3 TRFRET art: 1610
# Result for CC(=O)N1N=C(c2cccc(Cl)c2)OC1c1cccc([N+](=O)[O-])c1 (stereo unspecified) under SRC1 TRFRET art: 1922
# Result for COc1ccccc1/C=C/C(=O)NCC(=O)N/N=C/c1ccccc1[N+](=O)[O-] under SRC3 TRFRET art: 1317

# Later entries
SMILES,SRC1 TRFRET art,SRC3 TRFRET art
CC1=NN(C(=O)COc2ccccc2)C(O)(c2ccccc2)C1 (stereo unspecified),1856,1523
Cc1cc(-c2n[nH]c(=S)n2-c2ccc(C)c(C)c2)no1,1699,1532
Cc1c(-n2c(SCC(=O)NC(C)C)nc3ccccc3c2=O)c(=O)n(-c2ccccc2)n1C,1681,1412
C=C(C)C1CC=C(C)/C(=N/Nc2ccccc2[N+](=O)[O-])C1 (stereo unspecified),1653,1443
O=C(NCc1cccnc1)c1cc2nc(-c3ccc4c(c3)OCO4)cc(C(F)(F)F)n2n1,1662,1552
Cc1cc(/C=N/NC(=O)c2ccsc2)c(C)n1-c1cnccn1,2121,1797
C[C@H](NC(=O)c1nc[nH]c1C(=O)NC1CCN(C(=O)OC(C)(C)C)CC1)C(=O)OC(C)(C)C,1756,1494
COc1ccccc1NC(=S)N1CCC(C(=O)c2ccc(F)cc2)CC1,1499,1668
N#CC1=C(N)C2=CCCC[C@H]2[C@H](c2cccc(F)c2)C1(C#N)C#N,1542,1567
O=C(Nc1ccc(Cl)cc1)Nc1ccccc1CC[N+](=O)[O-],1785,1437
O=C(Nc1ccccc1)C1=C[C@@H](C2CCCCC2)C[C@@H](OCc2ccc(CO)cc2)O1,1744,1745
CCOC(=O)c1ccc(NC(=S)NN)cc1,1756,1396
COc1ccc(Nc2nc(N)nc(CSc3nccn3C)n2)cc1,1633,1642
CCC1(C)Cc2c(sc(NC(=S)NC(=O)c3ccccc3)c2C#N)CO1 (stereo unspecified),1924,1642
COc1cc2c(-c3ccccc3O)nc3c(c(C)nn3-c3ccccc3)c2cc1OC,2073,1607
CC1(C)CC2c3cccc(C(=O)O)c3C(=O)N2c2c1ccc1ccccc21 (stereo unspecified),2005,1512

# An excerpt of these results, with bars between the fields:
Structure | SRC1 TRFRET art | SRC3 TRFRET art
COc1ccc(Nc2nc(N)nc(CSc3nccn3C)n2)cc1 | 1633 | 1642
CCC1(C)Cc2c(sc(NC(=S)NC(=O)c3ccccc3)c2C#N)CO1 (stereo unspecified) | 1924 | 1642

# From PubChem BioAssay

# A portion of the library; rates above refer to the full screens.
